IMPase inh – IMPase inhibition in cells | CHO-M1 cells, IP1 accumulation, HTRF TR-FRET ratio | 120,000 tested, under 10 active | inhibition (IP1 accumulation), % at 46.1 µM | AID 901; active = well fitted curve in the direction sought with a large enough effect in the signal ratio, not every such curve was filed as active; inconclusive = small, poorly fitted or top-dose-only effect, or a change in a side signal; inactive = no such curve, though single readings can be large or run the other way; the % refers to the signal ratio;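 note: cells stimulated with carbachol in lithium chloride buffer; plate controls were DMSO basal wells for no effect and reference inhibitor wells for full effect; higher means more IMPase inhibition seen as more IP1 and lower FRET ratio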
Target sequence (P97697 whole entry, looked up): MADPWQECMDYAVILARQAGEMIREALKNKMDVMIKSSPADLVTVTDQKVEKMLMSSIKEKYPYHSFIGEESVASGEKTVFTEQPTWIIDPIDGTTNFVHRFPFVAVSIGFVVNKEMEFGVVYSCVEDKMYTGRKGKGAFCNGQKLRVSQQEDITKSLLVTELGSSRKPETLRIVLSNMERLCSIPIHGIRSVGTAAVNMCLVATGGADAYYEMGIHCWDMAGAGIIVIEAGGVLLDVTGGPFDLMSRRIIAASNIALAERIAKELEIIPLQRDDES
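Measured: the HTRF emission ratio (665/620 nm) plus the 620 nm donor channel, each fitted to the Hill equation to give AC50. Cells were CHO-M1 given compounds up to 46 uM and a 30 min carbachol stimulation at 37C.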
12-hLO inh – inhibitors of human 12-lipoxygenase (ALOX12); purified 12-hLO, xylenol orange hydroperoxide absorbance; Potency, µM (series often up to 57.1 µM), for inactives: at the top dose activity change, negative = inhibition, most hits filed as inhibitors; actives 0.12% (n = 150,000); note: potency is the fitted concentration of half-maximal effect; nearly all actives have a fitted effect of over 55% in size; many of its hits are not listed in these tables
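Purified human 12hLO (150 nM), preincubated 15 min with compound, then 40 uM arachidonic acid for 30 min, room temperature, Hepes pH 7.0 with 0.01% Triton X-100. Hydroperoxide detected by ferrous iron/xylenol orange; 573/405 nm absorbance ratio gives reaction progress.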
PNC inhibitor – blocks assembly of the perinucleolar compartment; activity change (PNC), negative = inhibition, % at 10 µM; actives 3.1% (n = 140,000); AID 2417; PC3M PTB-GFP, PNC prevalence imaging, 16 h; stronger effect = lower value;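 active = readout at or below -70, meaning at least 70% loss of cells showing the perinucleolar compartment, a nuclear body marking cancer cells; inconclusive = readout between -30 and a set limit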;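 note: plate controls were DMSO wells for no effect and camptothecin positive control wells for full effect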
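Read-out is percentage of cells bearing a perinucleolar compartment, from automated 20x imaging of fixed, Hoechst-stained PC3M PTB-GFP cells. Cells were seeded 4 h, then exposed 16 h to compound (23 nl of library stock) in duplicate plates.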
ALOX15B inhib – 15-hLO-2 (ALOX15B) enzyme inhibition. O15296. actives 0.56% (n = 110,000). Potency, µM (titrated, usually from 57.1 µM), for inactives: at the highest dose activity change, negative = inhibition, most hits filed as inhibitors. AID 881. purified 15hLO-2, xylenol orange hydroperoxide absorbance; note: potency is the fitted concentration of half-maximal effect; nearly all actives have a fitted effect of over 60% in size; many of its hits are not listed in these tables
Target sequence (O15296 whole entry, looked up): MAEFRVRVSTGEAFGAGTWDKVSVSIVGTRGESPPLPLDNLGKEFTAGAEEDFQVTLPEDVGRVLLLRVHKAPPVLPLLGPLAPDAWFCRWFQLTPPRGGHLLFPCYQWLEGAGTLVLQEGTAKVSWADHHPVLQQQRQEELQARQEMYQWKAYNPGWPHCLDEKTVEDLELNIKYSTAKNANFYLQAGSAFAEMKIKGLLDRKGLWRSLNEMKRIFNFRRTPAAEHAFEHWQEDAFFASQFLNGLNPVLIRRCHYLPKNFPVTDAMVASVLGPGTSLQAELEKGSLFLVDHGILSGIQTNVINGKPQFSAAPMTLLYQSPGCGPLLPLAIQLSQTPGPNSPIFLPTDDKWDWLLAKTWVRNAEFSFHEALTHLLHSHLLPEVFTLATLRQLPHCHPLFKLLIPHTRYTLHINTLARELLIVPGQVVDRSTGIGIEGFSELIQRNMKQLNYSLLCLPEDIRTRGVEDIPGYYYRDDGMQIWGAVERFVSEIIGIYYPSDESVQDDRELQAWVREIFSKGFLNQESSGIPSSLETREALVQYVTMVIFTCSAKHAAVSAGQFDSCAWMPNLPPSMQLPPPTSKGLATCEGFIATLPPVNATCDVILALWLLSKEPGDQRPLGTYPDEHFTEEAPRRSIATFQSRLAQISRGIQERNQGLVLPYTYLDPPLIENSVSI
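Purified human 15hLO-2 (50 nM final) preincubated with compounds 15 min at room temperature in 25 mM Hepes pH 7.5, 0.01% Triton X-100, then 45 uM arachidonic acid added for 90 min; hydroperoxide detected via ferrous/xylenol orange, 573/405 nm absorbance ratio.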
The depositor's hits bear a star; ? = inconclusive; nt = no result given; & = joins results of further samples; [ ] = another dose, or the depositor's remark. Unless noted, calls come from the whole dose curve; as a rule, active = well fitted curve in the direction sought with a large enough effect; inconclusive = small, poorly fitted or top-dose-only effect, or another doubt; inactive = no such curve, though single readings can be large; an effect the other way counts as inactive or inconclusive. Unless noted, % is set by controls: 0 for no effect and ±100 for the full control effect. Compounds as they come; any-hit rate near 3.1%.

SMILES	IMPase inh	12-hLO inh	PNC inhibitor	ALOX15B inhib
COc1cc(NC(=O)c2ccc(F)cc2)c(OC)cc1Cl	6	-4%	54	nt
CCCCC1=NC2(CCCC2)C(=O)N1Cc1ccc(-c2ccccc2-c2nn[nH]n2)cc1	nt	2%	nt	-6%
CCOc1ccc(C(CC(=O)O)NC(=O)c2cccs2)cc1 (stereo unspecified)	nt	0%	8	nt
COC(=O)c1sc(N2C(=O)c3oc4ccccc4c(=O)c3C2c2cccs2)nc1C (stereo unspecified)	-5	5%	20	?
O=C1CC(N2CCN(c3cccc(C(F)(F)F)c3)CC2)C(=O)N1c1ccc(F)cc1 (stereo unspecified)	10	-2%	-21	-7%
CC(C)Oc1ccc(CNC(=S)N/N=C/c2ccc([N+](=O)[O-])cc2)cc1	2	-14%	23	?
COc1ccc(/C(N)=N/OC(=O)c2cccc([N+](=O)[O-])c2)cc1OC	1	-1%	-17	-9%
Nc1nc(C(=O)N2CCOCC2)nn1C(=O)c1ccc(Cl)cc1	3	0%	?	nt
CCOc1ccc2[nH]c(=O)c(CN(CCCO)C(C)=O)cc2c1	9	-3%	-20	-2%
O=C(Nc1ccc(F)cc1)C(Sc1nnc2ccccn12)c1ccccc1 (stereo unspecified)	nt	4%	45	nt
CCn1nc(C)c(/C=N/NC(=O)c2ccoc2C)c1C	5	-6%	16	-4%
CN(CCC#N)c1ccc(/C=C(\C#N)c2ccccn2)cc1	nt	-3%	-29	nt
Cc1c(Cl)c(C(=O)NNC(=S)Nc2ccccc2)nn1C	7	-1%	?	24%
Cn1c(SCC(=O)Nc2cccc(NC(=O)c3cccs3)c2)nnc1-c1ccncc1	-1	-3%	-11	-1%
O=C(Cn1cc(C(=O)c2cccs2)c2ccccc21)NC1CCCCC1	-4	-3%	-26	0%
O=C(O)COc1ccccc1C1C2C(=O)N(c3ccccc3)C(=O)C2ON1c1ccccc1 (stereo unspecified)	-1	-5%	25	-17%
CCOC(=O)c1[nH]c(C)c(C(=O)Nc2ccc(C)c(F)c2)c1C	-1	4%	?	1%
CC(C)Cn1c2ccccc2c2cc(C(=O)O)ccc21	5	9%	-14	-1%
CN(C)CCNc1oc(-c2ccccc2F)nc1C#N	-28	2%	?	4%
Cc1cc(C)n(C(=O)CCCCCCCCC(=O)n2nc(C)cc2C)n1	2	-9%	49	3%
N#CC(=C=[N-])c1nc2ccccc2nc1-[n+]1ccccc1	?	-1%	-29	-13%
COc1ccc(S(=O)(=O)N(C)CC(=O)Nc2ccc(F)cc2)cc1	19	-15%	-27	10%
CN1CCNC(=O)C1CC(=O)O (stereo unspecified)	0	-1%	-3	-4%
Cc1cccc(-n2c(SCc3cc(=O)n4c(C)cccc4n3)nc3[nH]ncc3c2=O)c1	-1	13%	-4	-4%
CC1CCCN(C(c2cccs2)c2nnnn2Cc2ccccc2)C1 (stereo unspecified)	7	3%	15	-2%
Cc1cc(C(=O)CSc2nncs2)c(C)n1-c1ccc2c(c1)OCO2	-8[1.84 µM]	-6%	-19	-8%[11.4 µM]
Cc1ccc(-c2c3c(=O)n(C)c(=O)n(C)c3cn2CCCN2CCOCC2)cc1	2	0%	53	-10%
COc1cc2ccc(=O)oc2cc1O	-26	-4%	nt	0%
CC[C@@H](c1ccc2cc(O)ccc2c1)C(C)(C)C(=O)O	nt	-2%[11.4 µM]	nt	1%[11.4 µM]
CN(Cc1ccccc1)C(=O)CN(Cc1ccccc1)S(C)(=O)=O	-3	23%	-19	nt
C/C(Cn1nnc([N+](=O)[O-])n1)=N\NC(=O)c1ccccc1	-8	-4%	-17	-8%
CCOc1ccc(CC(=O)NNC(=S)Nc2ccccc2)cc1Br	-7	-10%	65	13%
COc1ccc(CN2C3CCCC2CC(NC(=O)Nc2cccc(C)c2)C3)cc1 (stereo unspecified)	3	0%	295	nt
O=C1CN(C(=O)COc2ncnc3ccccc23)c2ccccc2N1	2	1%	16	2%
O=C(NCc1ccc(F)cc1)C1CCCN(S(=O)(=O)c2cccnc2)C1 (stereo unspecified)	1	5%	41	6%
C[C@@H]1C[C@H](Nc2ccccc2)c2ccccc2N1C(=O)c1cccnc1	3	-7%	?	-2%
Fc1ccc(-c2nnc(Cc3nnc(-c4ccc(F)cc4)o3)o2)cc1	-2	4%	?	-9%
COc1ccccc1NC(=O)Cc1nn(C)c(=O)c2ccccc12	11	-1%	?	2%
Oc1ccc(/C=N/Nc2ncc(Br)cn2)c(O)c1	nt	-4%	47	nt
c1ccc2cc(OCCN3CCCC3)ccc2c1	2	10%	-15	11%
O=CN1CCN(C2CC(=O)N(c3ccc4c(c3)OCO4)C2=O)CC1 (stereo unspecified)	1[1.84 µM]	-3%	-6	-19%[11.4 µM]
CCOC(=O)C1=C(SCC)c2cc3c(n2C1=O)CCCC3	35[activator]	-8%	-23	nt
O=C(O)C1CSC(c2ccccc2Cl)N1C(=O)c1ccc(Cl)cc1 (stereo unspecified)	nt	-3%	20	nt
O=C1c2cccc3cccc(c23)C(=O)N1CCCN(C(=O)c1cccs1)c1cccc(F)c1	nt	4%	58	nt
Cc1cc(C)cc(NC(=O)c2cc(C)nn2C)c1	nt	0%	-20	nt
Cc1ccc2c(c1)NCCO2	9	-19%	37	-26%
O=C(O)[C@H](Cc1c[nH]c2ccccc12)N1C(=O)c2ccccc2C1=O	nt	0%[11.4 µM]	nt	-4%[11.4 µM]
COc1cccc(C(=O)OCc2ccccc2C#N)c1O	11	-4%	17	2%
Nc1nc(=O)c2[nH]cnc2n1O	nt	1%[11.4 µM]	nt	-5%[11.4 µM]
CCOc1ccc2nnnn2n1	5	-4%	12	-9%
COc1cc2cc(CN(CCc3ccccc3C)C(=S)NCCCN(C)C)c(=O)[nH]c2cc1OC	9	-3%	3	nt
COc1ccc(C(c2c(C)[nH]n(C(N)=S)c2=O)C(C#N)C#N)cc1 (stereo unspecified)	17	-21%	?	nt
Cc1ccc(Cl)cc1N1CCN(CC(O)COCc2ccco2)CC1 (stereo unspecified)	2	-9%	-23	nt
C=CCOc1c(Br)cc(CNc2nccs2)cc1OC	-19[0.0738 µM]	-2%	-26	nt
CN(C(=O)c1cccc(C#N)c1)c1nnc(-c2ccccn2)s1	-2	2%	24	-1%
COc1cccc(C(C(=O)NC2CCCC2)N(Cc2ccccc2OC)C(=O)c2ccco2)c1 (stereo unspecified)	12	-3%	8	nt
COc1ccc(NC(=S)NCC2CCCO2)c(OC)c1 (stereo unspecified)	2	-1%	?	-5%
CCOC(=O)CN1N=C(/C=C/c2ccc(OC)cc2)CCC1=O	-2	4%	-17	-1%
O=c1c2c3c(sc2ncn1/N=C/c1ccco1)CCCC3	2	6%	22	-13%
CC1(C)SC(=S)N(NC(=O)Nc2cccc3ccccc23)C1N(O)C(=O)Nc1ccccc1 (stereo unspecified)	nt	-13%	?	nt

4 entries from above, with two lines to a compound:
Order of results – IMPase inh | 12-hLO inh | PNC inhibitor | ALOX15B inhib
> Oc1ccc(/C=N/Nc2ncc(Br)cn2)c(O)c1
 : nt | -4% | 47 | nt
> c1ccc2cc(OCCN3CCCC3)ccc2c1
 : 2 | 10% | -15 | 11%
> O=CN1CCN(C2CC(=O)N(c3ccc4c(c3)OCO4)C2=O)CC1 (stereo unspecified)
 : 1[1.84 µM] | -3% | -6 | -19%[11.4 µM]
> CCOC(=O)C1=C(SCC)c2cc3c(n2C1=O)CCCC3
 : 35[activator] | -8% | -23 | nt

The results go on.
SMILES	IMPase inh	12-hLO inh	PNC inhibitor	ALOX15B inhib
O=C(NNC(=S)NC(=O)c1ccccc1[N+](=O)[O-])c1ccccc1[N+](=O)[O-]	2	2%	43	31%[activator]
COc1cc(S(=O)(=O)N2CCN(Cc3ccc4c(c3)OCO4)CC2)c(C)cc1C	1	-6%	-119*	nt
CCCOc1ccc(C2C(=O)N(C3CCCCC3)CC(=O)N2C2CC2)cc1OC (stereo unspecified)	7	5%	-4	0%
CC/S(C)=N/S(=O)(=O)c1ccc(C)cc1 (stereo unspecified)	nt	0%	?	nt
O=C(/C=C/c1cccc(Br)c1)N1CCN(c2cccc(C(F)(F)F)c2)CC1	nt	-15%	91	nt
CCOC(=O)N1CCN(C(=O)CN(c2ccc3c(c2)OCO3)S(C)(=O)=O)CC1	8	0%	?	-5%
O=C(Nc1ccccc1)Nc1nc(-c2ccc(F)cc2)cs1	nt	2%	-14	nt
CCOc1ccc2nc(COC(=O)c3cccs3)c(C(=O)c3ccccc3)[n+]([O-])c2c1	0	-3%	-20	nt
Nc1ccn(C2OC(CO)C(O)C2O)c(=O)n1 (stereo unspecified)	nt	9%&-6%	nt	-1%&-13%
O=C1c2ccccc2C(=O)N1CCCc1nc2ccccc2c(=O)n1CCCn1ccnc1	4	-2%	?	32%[activator]
CCOC(=O)COc1c(OC)cc(Cl)cc1C1Nc2ccccc2C(=O)N1c1ccc(F)cc1 (stereo unspecified)	7	2%	-21	-22%
Cc1ccccc1OCc1nnc2n1CC(C)S2 (stereo unspecified)	6	2%	13	1%
COc1ccc(/C=N/O)cc1COc1ccc(NC(C)=O)cc1	?	16%	18	nt
Cc1cccc(N(C(=O)C(F)(F)F)C(C(=O)NC2CCCCC2)c2cccs2)c1 (stereo unspecified)	4	-1%	3	-6%
Cc1c(NC(=O)COC(=O)C2CC3C=CC2C3)c(=O)n(-c2ccccc2)n1C (stereo unspecified)	?	-3%	8	13%
CCOC(=O)/C(=C\c1cccnc1)C(=O)c1cc(C(C)=O)c(Nc2ccccc2)s1	10	-14%	-111*	-16%
O=C1/C(=C/c2c[nH]c3ccccc23)CCC/C1=C\c1c[nH]c2ccccc12	nt	-13%	14	nt
Cc1noc(C)c1C(=O)N1CCC2(CC1)CN(c1ccccc1)C2	nt	-1%	nt	1%
CCSc1nnc(NC(=O)c2cccc3ccccc23)s1	-9	-4%	8	-2%
O=C(CSc1ccccn1)Nc1ccccc1F	nt	-2%	25	nt

Part of the list above in order of molar mass, ascending.
SMILES	IMPase inh	12-hLO inh	PNC inhibitor	ALOX15B inhib
CC/S(C)=N/S(=O)(=O)c1ccc(C)cc1 (stereo unspecified)	nt	0%	?	nt
O=C1/C(=C/c2c[nH]c3ccccc23)CCC/C1=C\c1c[nH]c2ccccc12	nt	-13%	14	nt
O=C1c2ccccc2C(=O)N1CCCc1nc2ccccc2c(=O)n1CCCn1ccnc1	4	-2%	?	32%[activator]

The results go on:
SMILES	IMPase inh	12-hLO inh	PNC inhibitor	ALOX15B inhib
CCOC(=O)c1c(NC(=O)Cc2cccs2)sc(C(=O)NC2CCCCC2)c1C	-4	-2%	17	-11%
CCCCc1c(O)nc(SCC(=O)c2ccccc2)[nH]c1=O	-3	5%	?	9%
Cc1cccc(-n2c(N)cc(=O)nc2SCC(=O)NC2CCCCC2)c1	-1	-3%	51	4%
Cc1ccccc1OCc1nc2ccccc2c(=O)n1/N=C/c1ccco1	24	-4%	?	nt
O=C(N/N=C/c1ccccc1[N+](=O)[O-])c1ccc(COc2ccccc2-c2ccccc2)cc1	nt	-3%	-18	nt
O=C(NCCCN1CCCC1=O)c1ccc2c(c1)OCO2	8	0%	-23	1%
CCOC(=O)c1[nH]c2ccc(F)cc2c1NC(=O)CCN1CCSCC1	11	3%	?	2%
O=C(NCc1ccoc1)c1ccc(NC(=O)c2ccccc2Cl)cc1	7	4%	8	-4%
COC(=O)C(C)Sc1ccc2nnc(-c3ccc(F)cc3)n2n1 (stereo unspecified)	-3	-2%	44	-9%
CCOC(=O)c1cnn(-c2nc(-c3ccccc3F)cs2)c1C(F)(F)F	9	-3%	6	-6%
O=C(COc1ccc(S(=O)(=O)N2CCCC2)cc1)NCc1ccco1	-2	0%	-29	-2%
O=C(CCN1C(=O)COc2ccccc21)N1CCN(c2ccccn2)CC1	13	4%	55	0%
O=C(NC1CCCCC1)C(Cc1ccccc1)N1C(=O)C2C3CCC(C3)C2C1=O (stereo unspecified)	8	-7%	44	-1%
CC(C)CCNC(=O)CNC(=S)N(Cc1ccccc1)Cc1cccnc1	nt	-1%	-9	nt
N#C/C(=C(/O)c1ccco1)c1nc2ccccc2s1	-8	4%	101	8%
